# Screening data from PubChem.
# UBC13 inh: blocks human UBC13 polyubiquitin chain formation | 330,000 tested, 0.47% active | inhibition, % at 20 µM | AID 485273 | TR-FRET; in the data active = inhibition above about 45%, passing the limit was not always enough
# Target sequence (P61088 whole entry, looked up): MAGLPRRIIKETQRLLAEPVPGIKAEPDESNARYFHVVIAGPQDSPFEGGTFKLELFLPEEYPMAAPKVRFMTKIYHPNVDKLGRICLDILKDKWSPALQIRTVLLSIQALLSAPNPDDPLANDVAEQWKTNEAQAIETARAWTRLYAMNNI
# EBI2 block: EBI2 (human) antagonism | P32249 | EBI2 beta-arrestin recruitment, luminescence, 7a,25-OHC stimulated | inhibition, % at 5 µM | 360,000 tested, 0.81% active | AID 651636; in the data active = inhibition above about 38%;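 also: enzyme fragment complementation signal reports receptor beta-arrestin coupling in cells; 0% = agonist plus DMSO wells and 100% = wells without agonist; some results beyond the cut were filed as inactive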
# Target sequence (P32249 whole entry, looked up, the tested form may be a part): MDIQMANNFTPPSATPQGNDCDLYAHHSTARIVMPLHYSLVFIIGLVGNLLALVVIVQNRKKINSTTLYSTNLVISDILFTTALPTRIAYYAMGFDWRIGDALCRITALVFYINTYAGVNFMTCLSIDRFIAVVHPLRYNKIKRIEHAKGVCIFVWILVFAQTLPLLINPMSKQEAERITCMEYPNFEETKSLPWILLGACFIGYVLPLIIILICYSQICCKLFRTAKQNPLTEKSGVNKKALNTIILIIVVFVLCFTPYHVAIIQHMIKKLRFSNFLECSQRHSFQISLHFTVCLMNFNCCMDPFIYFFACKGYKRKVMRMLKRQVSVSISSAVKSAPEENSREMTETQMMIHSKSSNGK
# ATG4B inhibitor: inhibitors of human ATG4B cysteine protease. ATG4B cleavage of LC3-PLA2, NBD-HPC fluorescence, 1 h. inhibition, % at 8.33 µM. 340,000 tested, 0.51% active. AID 504462; in the data active = inhibition above about 40%
# Gli-Sufu antag: blocks Gli-Sufu signaling in a luciferase reporter; inhibition, % at 5 µM; AID 588413; 340,000 tested, 0.74% active; Sufu-KO-LIGHT fibroblasts, Gli luciferase reporter luminescence;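 active = inhibition above about 55%, limit read from the data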;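 also: 0% = DMSO-treated cells and 100% = wells with medium but no cells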
# CXCR6 block: blocks human CXCR6 beta-arrestin recruitment | O00574 | CHO-K1 PathHunter CXCR6 beta-arrestin, luminescence | inhibition, % at 20 µM | 360,000 tested, 0.36% active | AID 602244; in the data active = inhibition above about 34%, passing the limit was not always enough;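 also: antagonist mode with CXCL16 agonist at 10 nM final; 0% = 10 nM CXCL16 with DMSO and 100% = unstimulated wells without agonist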
# CCR6 antag: CCR6 (human) receptor antagonism; P51684; CHO-K1 CCR6 PathHunter beta-arrestin, luminescence, CCL20-stimulated; inhibition, % at 20 µM; 340,000 tested, 0.49% active;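 active = compounds whose inhibition of the agonist-driven luminescence signal at 20 µM reaches about 50%, limit read from the data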;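 also: cells stimulated with CCL20 at 14 nM final; plate controls were DMSO with CCL20 for no effect and DMSO without agonist for full effect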
# APJ antag: APJ receptor antagonism; P35414; CHO-K1 APJ beta-arrestin complementation, luminescence; inhibition, % at 20 µM; 330,000 tested, 0.32% active; AID 2521;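 active = inhibition above about 40% at 20 µM, limit read from the data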;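 also: cells challenged with 10 nM apelin-13 agonist together with compound; plate controls were apelin-13 plus DMSO wells for no effect and DMSO wells lacking apelin-13 for full effect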
# Target sequence (P35414 whole entry, looked up): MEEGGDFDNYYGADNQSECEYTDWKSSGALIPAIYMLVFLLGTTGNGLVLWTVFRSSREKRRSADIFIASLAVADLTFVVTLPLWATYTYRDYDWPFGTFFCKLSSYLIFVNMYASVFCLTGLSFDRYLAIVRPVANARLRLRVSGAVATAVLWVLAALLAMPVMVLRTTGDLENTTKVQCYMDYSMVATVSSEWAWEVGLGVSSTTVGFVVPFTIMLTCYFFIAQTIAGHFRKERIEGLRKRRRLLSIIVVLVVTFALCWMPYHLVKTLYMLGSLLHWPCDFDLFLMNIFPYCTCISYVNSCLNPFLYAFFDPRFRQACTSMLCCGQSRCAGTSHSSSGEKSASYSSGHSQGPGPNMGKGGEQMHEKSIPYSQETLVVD
# APJ ag: APJ receptor agonism; P35414; CHO-K1 APJ PathHunter beta-arrestin, luminescence; 0% DMSO wells, 100% apelin; 330,000 tested, 0.11% active; activation, % at 20 µM;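 active = activation more than six SD over the plate average, tested at 20 µM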;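 also: 0% = DMSO alone and 100% = apelin-13 at 10 nM; some results filed as inactive read as strong as hits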
#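 Assay system: CHO-K1 cells stably expressing ProLink-tagged human APJ and arrestin–beta-gal acceptor. Compound dosing: 20 µM single point, 1% DMSO. Times: 16-18 h seeding, 90 min dark compound exposure, 60 min detection. Detection: beta-gal luminescence. Evaluation: APJ–arrestin association signal. Controls: negative DMSO alone, positive Apelin-13 at 10 nM.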
# Starred values were filed as active, the others as inactive; x = not tested or not shown.
# Value order: ATG4B inhibitor	Gli-Sufu antag	CXCR6 block	APJ ag	CCR6 antag	APJ antag	UBC13 inh	EBI2 block
- CC1(C)CCc2c([nH]c3ccccc3c2=O)O1
→ -15	46	-4	-2	-1	-4	5	-4
- O=C(Nc1ccc(-c2csnn2)cc1)C1CC1
→ -2	13	-10	-3	2	-11	-2	-11
- COc1ccc(CNC(=O)N2CCN(c3ccccc3)CC2)cc1
→ -4	-7	5	-1	11	16	7	-7
- Cc1cc(C)c(C)c(S(=O)(=O)N2CCC(C(=O)NCc3ccco3)CC2)c1C
→ -4	-3	-1	-4	2	22	-4	-8
- Cc1ccc(OC(C)C(=O)N2CCN(c3ccccn3)CC2)cc1 (centres undefined)
→ -3	11	0	x	13	x	x	-8
- NNC(=O)c1cc2c(ccc3ccccc32)o1
→ -7	-5	-10	-1	-5	-34	-7	-11
- Cn1c(CNC(=O)c2ccccc2F)nnc1SCC(=O)N1CCN(c2ccccc2)CC1
→ -2	2	0	-4	5	12	0	1
- Cc1nn(Cc2ccccc2)c(N)c1-c1ccccc1
→ 7	-2	-9	-2	-3	7	-8	3
- CSCC[C@H](NC(=O)Nc1ccccc1C)C(=O)O
→ 0	-16	1	0	-1	9	6	-12
- N#CCCn1cnc2ccccc21
→ -4	2	6	1	8	-1	-8	-4
- Cc1cc(C)n(-c2ccc(C(=O)OCC(=O)N(CC(C)C)C3CCS(=O)(=O)C3)cc2)n1 (centres undefined)
→ -16	-6	3	-1	8	-1	8	1
- N/C(Cc1cccs1)=N\OC(=O)COc1ccc(Br)cc1
→ 5	-14	3	0	18	7	5	-9
- O=C(CCC(=O)N(CC(=O)NC1CCCC1)Cc1ccccc1Cl)Nc1nccs1
→ -7	21	6	1	8	5	-11	1
- CC(C)N1C(=O)CCC1C(=O)NCc1ccco1 (centres undefined)
→ 4	7	0	0	-5	-2	-7	2
- COc1cc(SC)ccc1C(=O)NNC(=O)C1COc2ccccc2O1 (centres undefined)
→ 2	7	8	-2	26	7	12	14
- O=C(c1ccc(Cl)cc1)C(CN1CCCC1)c1ccccc1 (centres undefined)
→ 0	6	8	0	24	13	0	-23
- Cn1c(CN2CCOCC2)nc2cc(NC(=O)c3ccccc3Cl)ccc21
→ 2	-10	-2	4	-11	17	-5	-2
- CCN(CC(=O)Nc1cc(Cl)ccc1C)C(=O)CN1C(=O)NC(CC)(c2ccccc2)C1=O (centres undefined)
→ -1	-9	-3	4	-10	15	-4	10
- COc1ccc(C(=O)Cc2cc(OC)c(OC)cc2C(=O)c2ccccc2F)cc1OC
→ -10	7	-2	-4	15	10	-2	11
- CCCCCCc1cc2cc(C(=O)OCC)c(=O)oc2cc1O
→ -4	17	-53	-2	-78	-29	2	-17
- CCN(c1ccccc1)S(=O)(=O)c1cccc(C(=O)NCC(c2cccs2)N(C)C)c1 (centres undefined)
→ -12	2	-2	-2	7	-6	-14	1
- Cc1cc(C(c2nnnn2Cc2ccccc2)N2CCOCC2)c(C)n1-c1ccc2c(c1)OCO2 (centres undefined)
→ -4	9	12	-3	32	-7	-8	-2
- COc1ccc(OCC(O)CNC(=O)Nc2cccc3ccccc23)cc1 (centres undefined)
→ -7	7	-12	1	-5	-3	8	37
- CSc1ncccc1C(=O)OCC(=O)N1CCOCC1
→ 5	-2	2	1	-1	14	2	-4
- CCOC(=O)C1C(=O)NC(N2CCCCC2)=NC1c1ccccc1 (centres undefined)
→ 3	46	1	-2	-9	0	-15	-2
- CCN1CCN(c2nc3c(c(=O)[nH]c(=O)n3C)n2Cc2ccccc2F)CC1
→ -13	x	-1	2	9	9	-3	-3
- Cc1ccccc1NC(=O)C1CCCN(S(=O)(=O)c2c(C)noc2C)C1 (centres undefined)
→ 5	-6	2	2	2	-18	5	-3
- COCCN1CCn2c(nc3cc(NC(C)=O)ccc32)C1
→ -1	-2	1	-1	0	-5	2	-13
- Cc1cccc2c1c(N=NC(N)=S)c(O)n2C1OC(CO)C(O)C(O)C1O (centres undefined)
→ 7	-2	-6	0	13	12	67*	5
- CCc1nnc(NC(=O)CSCc2cc(=O)n3nc(C(C)C)sc3n2)s1
→ -6	0	1	9	13	14	-2	0
- CC(=O)Nc1cc(-c2nn(C)c(=O)c3ccccc23)ccc1N1CCOCC1
→ 6	15	2	-1	9	-6	-3	-3
- C/C(=N\NC(=O)c1ccccc1C)c1cccnc1
→ -1	-11	-7	-3	-11	8	-4	6
- C/C(=N/NC(=O)c1cccs1)c1c(C)[nH]n(-c2nc3ccccc3s2)c1=O
→ -18	24	9	-1	3	10	-4	6
- O=C(OCc1ccccc1)N1CCC2CC1c1cc(NCCc3ccccc3)ccc12 (centres undefined)
→ -1	-14	7	x	28	x	x	14
- CCN(CC(=O)Nc1ccc(C(=O)OC)cc1)Cc1ccccc1
→ -4	-2	-4	-5	10	-6	3	-5
- Cc1ccc(C)c(N(CC(=O)NC2CCCC2)C(=O)c2cc3cc4cc(C)ccc4nc3s2)c1
→ 5	7	14	2	20	5	-13	24
- Cn1c(C(=O)OC(C(=O)NC2CCCC2)c2ccncc2)cc2sccc21 (centres undefined)
→ -32	1	9	2	1	-28	-3	5
- Cc1cccc(OC(=O)c2cncc(Br)c2)c1
→ -10	-10	-3	0	9	5	-7	1
- C=CCn1c(N2CCCC2)nc2c1c(=O)[nH]c(=O)n2C
→ 0	0	4	-1	8	12	-2	-7
- CC1CCCC(NC(=O)c2cccs2)C1C (centres undefined)
→ 0	-8	4	-3	10	4	4	-16
- COc1cc(CNCc2cccs2)ccc1OCC(=O)NC(C)(C)C
→ 1	4	-2	4	-11	21	-3	-5
- CCN(CC)CCCNC(=O)C1CCN(c2ncnc3c2sc2cccc(F)c23)CC1
→ -2	9	2	-1	8	-6	25	-2
- CCOC(=O)N1CCN(C(=S)NC(=O)c2ccc(F)c(F)c2)CC1
→ 0	8	6	-4	6	2	3	-8
- COc1cccc(N2C(C(C)=O)=NN(c3ccccc3)C2c2ccc(N3CCOCC3)cc2)c1 (centres undefined)
→ -7	-16	7	-5	1	-20	-3	5
- COc1ccc(Cl)cc1NC(=O)CN1CCC(n2nnc3cc(F)ccc32)CC1
→ 1	20	3	4	10	11	14	21
- O=C(CNC(=O)c1ccc(Br)cc1)NCCc1nc2ccccc2[nH]1
→ 2	-3	-10	-4	-11	13	12	-3
- O=C(CNC(=O)N1CC(=O)Nc2ccccc21)NCc1ccccc1
→ -3	-18	-7	-1	-2	7	8	-2
- CN1/C(=C\C(=O)COC(=O)c2ccc(O)c(O)c2)C(C)(C)c2ccccc21
→ 16	65*	x	-1	11	2	10	x
- COc1ccc(-c2csc(-c3cccnc3)n2)cc1C
→ -1	-68	11	-3	-13	2	15	27
- COc1ccc(C(=O)NCC(=O)NCCc2c[nH]c3ccccc23)cc1OC
→ -5	-3	4	-3	1	-11	3	5

# The listing continues:
# Value order: ATG4B inhibitor	Gli-Sufu antag	CXCR6 block	APJ ag	CCR6 antag	APJ antag	UBC13 inh	EBI2 block
- Cc1nn(-c2ccccc2)c(Cl)c1/C=N/Nc1nncc(=O)[nH]1
→ -2	-7	-2	-3	10	13	1	-9
- C/C(Cc1ccccc1)=N\NC(=O)CNC(=O)/C=C\c1ccccc1
→ -1	-5	1	2	2	-3	-4	-10
- CC(=O)N(Cc1cc2cc(C)ccc2[nH]c1=O)c1cccc(C)c1C
→ -6	4	-9	-1	15	7	-1	-15
- Cc1ccc(C(=O)NC(Cc2ccccc2C(F)(F)F)C(=O)O)cc1 (centres undefined)
→ 1	5	-2	x	12	x	x	-1
- Cc1cc(C)c(/C=C(\C#N)C(N)=S)c(C)c1
→ 2	-7	4	1	14	16	14	-8
- Cc1cc(N(C)NC(=S)Nc2ccccc2)nc(C)n1
→ -3	1	2	-3	2	-18	-6	-14
- Cc1cc(C(=O)NCC2CCCO2)sc1C (centres undefined)
→ 8	-11	1	-4	6	17	4	7
- COc1cc(OC)c(C(=O)O/N=C(\N)c2ccc(C)cc2)cc1OC
→ -2	-2	3	0	1	-8	-1	6
- CCOCCCNC(=S)N1CCN(Cc2ccco2)CC1
→ -7	4	-3	-5	3	-21	-1	5
- Cc1nn(C)cc1CNC(=O)Nc1cccc(Cl)c1
→ -7	-49	-2	6	-9	6	0	7
- CSCCC1(C(=O)O)NC(c2ccccc2O)C2C(=O)N(C(C)C)C(=O)C21 (centres undefined)
→ -11	-4	2	-5	-7	-9	-1	4
- Cc1cc(C)c(C#N)c(SCSCc2ccccc2)n1
→ 11	3	2	-3	19	4	-7	6
- CCOC(=O)c1ccc(NC(=O)CSc2nc(N)c(NC(=O)c3ccc(Br)o3)c(=O)[nH]2)cc1
→ -6	-8	0	-3	4	0	-15	-1
- COc1ccc(CNS(=O)(=O)c2ccc(S(=O)(=O)N3CCCCC3)cc2)cc1
→ 0	4	-3	-4	9	15	-2	15
- COc1ccc([N+](=O)[O-])cc1NC(=O)c1ccco1
→ -4	5	10	-3	8	6	5	0
- COc1ccc2nc(NC(=O)c3ccccc3C(=O)O)sc2c1
→ 11	29	-1	-2	9	2	1	-8
- CCOc1cc(C(=O)N2CCN(C/C=C/c3ccccc3)CC2)cc(OCC)c1OCC
→ -19	11	2	-8	-8	15	-5	14
- O=[N+]([O-])c1ccc(CN2CCC(Cc3ccccc3)CC2)cc1
→ 4	13	2	-5	14	6	8	-9
- CCCc1nn2c(=O)cc(CSCC(=O)Nc3cccc(OC)c3)nc2s1
→ 9	-29	2	-3	10	10	-2	-10
- Cc1cc(C)n(-c2nc(N(c3ccccc3)c3ccccc3)nc(-n3nc(C)cc3C)n2)n1
→ 0	43	32	36*	17	-14	31	-86
- Cc1ccc(F)cc1CNC(=O)C1CCC(=O)N(C2CC2)C1 (centres undefined)
→ 5	-7	38*	-6	-1	-2	-2	-8
- COc1ccc2c(C)cc(=O)oc2c1
→ -1	-8	3	x	5	x	x	-6
- COc1cccc(-c2c(C(=O)N/N=C/c3ccncc3)nnn2-c2nonc2N)c1
→ -7	4	-7	2	4	-9	1	-1
- CC(=O)c1c(C)[nH]c(C(=O)Nc2ccc(S(=O)(=O)N(C)C)cc2)c1C
→ -5	-15	14	-3	2	-15	1	-5
- Fc1ccc(OCc2nnc(SCCN3CCOCC3)o2)cc1
→ -7	-5	-3	7	-18	-3	4	13
- COc1ccc(-c2cc3c(=O)n(CC(=O)NCc4ccc(C)cc4)ncn3n2)cc1
→ -4	-6	-5	-2	4	12	-16	-7
- O=C(CCNC(=O)c1ccccc1Cl)Nc1ccc(S(=O)(=O)Nc2ncccn2)cc1
→ 3	1	-5	-2	11	-6	3	-3
- Cc1csc2nc(=O)c3ccccc3n12
→ 5	-11	0	x	11	x	x	-12
- CCC(Cc1ccccc1)NC(=O)CCn1cccc1 (centres undefined)
→ -14	-2	6	5	-12	-11	-7	1
- OCC1CCCCN1CC(O)COC(c1ccc(F)cc1)c1ccc(F)cc1 (centres undefined)
→ -5	11	-4	-1	2	1	-4	3
- COc1ccc(NC(=O)CSc2ccc3nnc(-c4ccccn4)n3n2)cc1
→ 9	-2	-3	-3	1	2	-6	9
- Cc1ccc(S(=O)(=O)Nc2ccnc(-c3cccnc3)n2)cc1
→ -5	1	-4	-3	-12	7	3	-10
- CN1C(=O)[C@H]2[C@@H](C3CC3)N3C(=O)CN(Cc4ccccc4)C(=O)[C@@]3(C)[C@H]2C1=O
→ 1	-4	4	-1	-3	-25	4	2

# Shown tab-delimited: two of the compounds above
Molecule	ATG4B inhibitor	Gli-Sufu antag	CXCR6 block	APJ ag	CCR6 antag	APJ antag	UBC13 inh	EBI2 block
O=C(CCNC(=O)c1ccccc1Cl)Nc1ccc(S(=O)(=O)Nc2ncccn2)cc1	3	1	-5	-2	11	-6	3	-3
COc1cc(SC)ccc1C(=O)NNC(=O)C1COc2ccccc2O1 (centres undefined)	2	7	8	-2	26	7	12	14
